PvdQ acylase: blocks Pseudomonas aeruginosa PvdQ acylase activity | inhibition, % at 10 µM | purified PvdQ acylase, fluorescence plate reader | hit rate 0.063% among 340,000; in the data active = inhibition above about 30%, passing the limit was not always enough; inconclusive = no clear call, values can overlap the other calls;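 also: 0% = vehicle neutral wells and 100% = reference inhibitor wells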
C-LANA FP: inhibitors of KSHV LANA C-terminal domain DNA binding | MBP-C-LANA/FAM-LBS DNA binding, fluorescence polarization | inhibition, % at 9 µM | hit rate 0.078% among 340,000 | AID 504423;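 active = highest replicate inhibition at or above 60% at 9 µM, even if other replicates fall short; inactive = all replicates below 60% inhibition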;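 also: 0% = neutral control wells and 100% = 4 µM acridine orange control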
RTF Ca sens act: increases calcium sensitivity of human cardiac regulated thin filaments. AID 493008. IANBD-labeled TnC RTF fluorescence at EC20 calcium; 0% EC20 calcium, 100% full calcium. P19429+P45379. activation, % at 7.2 µM. hit rate 0.24% among 340,000;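 active = activation above the mean over all tested compounds plus 3 SD, cut at about 30% in these data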;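 also: rise in fluorescence read as greater calcium sensitivity of cardiac thin filaments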
Rtt109 Vps75: inhibitors of Candida albicans Rtt109/Vps75 histone acetyltransferase | inhibition, % at 34.9 µM | hit rate 0.16% among 330,000 | purified Rtt109/Vps75, ThioGlo CoA-SH fluorescence, 4 h | AID 540336;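 active = inhibition of at least 50% in every replicate; inconclusive = best replicate reaches 50% inhibition but some replicates fall short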
Target sequence (Q5AAJ8 whole entry, looked up): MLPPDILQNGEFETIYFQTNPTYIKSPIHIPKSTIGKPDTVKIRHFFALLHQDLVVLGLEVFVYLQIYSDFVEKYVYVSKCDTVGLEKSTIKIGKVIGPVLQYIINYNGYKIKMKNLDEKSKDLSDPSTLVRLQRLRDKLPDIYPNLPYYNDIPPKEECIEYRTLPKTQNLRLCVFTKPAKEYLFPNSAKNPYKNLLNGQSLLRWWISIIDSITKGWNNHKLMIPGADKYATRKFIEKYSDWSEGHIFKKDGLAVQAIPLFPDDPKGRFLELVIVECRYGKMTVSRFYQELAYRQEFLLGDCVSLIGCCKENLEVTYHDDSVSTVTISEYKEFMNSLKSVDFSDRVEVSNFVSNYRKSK
Cardiac RTF inh: cardiac RTF calcium desensitization. P19429+P45379. hit rate 0.12% among 340,000. inhibition, % at 7.15 µM. IANBD-labeled cardiac RTF, Ca2+ fluorescence;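 active = inhibition above the mean inhibition of all tested compounds plus 3 SD, cut at about 17% in these data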;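 also: assay run at fixed EC70 calcium of 1.6 mM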
dFosB act: activators of mouse delta FosB homodimer; activation, % at 25 µM; purified delta FosB, TAMRA-CDK5 oligo fluorescence polarization; percent of positive-control signal above neutral wells; hit rate 0.99% among 340,000; P13346;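 active = mean activation above about 17%, with every replicate also reaching it, limit read from the data, passing the limit was not always enough; inconclusive = only one of the two conditions met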;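 also: fluorescence polarization rise as delta FosB binds a TAMRA Cdk5 AP-1 oligo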
SUMO Mot1 rescue: inhibitors of SUMOylation pathway: yeast Mot1-301 growth rescue | growth rescue, % at 18.8 µM | S. cerevisiae Mot1-301 growth rescue, ATP luminescence, 38.5C; percent above DMSO median, 100 means doubled | hit rate 1% among 320,000;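 active = every valid replicate shows activation above 250% relative to neutral control wells; inactive = the rest, any valid replicate at or below 250%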;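 also: OY570 slx delta 5 strain wells were the positive control but not used for scaling; some compounds called inactive have numbers as strong as hits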
Keap1 Nrf2 FP: inhibitors of human Keap1-Nrf2 protein-protein interaction; Q14145; Keap1 Kelch-Nrf2 peptide fluorescence polarization, 1536-well; inhibition, % at 9.4 µM; hit rate 0.15% among 340,000; AID 504523; in the data active = inhibition above about 12%; inconclusive = no clear call, values can overlap the other calls; inactive = below about 7.3%;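 also: human Keap1 Kelch domain with fluorescein labeled Nrf2 9mer peptide probe; 0% = neutral control wells and 100% = peptide positive control; higher means more block of Keap1 binding to Nrf2 peptide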
CDK5 p35 inh: CDK5/p35 (human) kinase inhibition; Q00535+Q15078; Recombinant CDK5/p35, ADP-Glo luminescence, 60 min; inhibition, % at 10 µM; hit rate 0.01% among 330,000;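 active = highest replicate inhibition of at least 50% and at least 75% of replicates reaching 50%; inconclusive = only one of the two criteria met; inactive = both criteria failed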;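 also: plate controls were DMSO neutral control for no effect and GW8510 at 10 µM for full effect; many of its hits are not listed in these tables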
Target sequence (Q00535 whole entry, looked up): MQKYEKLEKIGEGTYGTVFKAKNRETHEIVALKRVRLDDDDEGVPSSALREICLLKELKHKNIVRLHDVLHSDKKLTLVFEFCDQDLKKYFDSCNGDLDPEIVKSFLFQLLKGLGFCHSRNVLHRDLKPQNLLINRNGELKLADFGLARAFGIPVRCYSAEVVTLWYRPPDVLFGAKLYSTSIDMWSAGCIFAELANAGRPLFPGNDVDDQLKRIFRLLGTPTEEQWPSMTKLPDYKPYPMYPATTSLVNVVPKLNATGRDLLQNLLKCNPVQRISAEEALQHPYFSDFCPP
Target sequence (Q15078 whole entry, looked up): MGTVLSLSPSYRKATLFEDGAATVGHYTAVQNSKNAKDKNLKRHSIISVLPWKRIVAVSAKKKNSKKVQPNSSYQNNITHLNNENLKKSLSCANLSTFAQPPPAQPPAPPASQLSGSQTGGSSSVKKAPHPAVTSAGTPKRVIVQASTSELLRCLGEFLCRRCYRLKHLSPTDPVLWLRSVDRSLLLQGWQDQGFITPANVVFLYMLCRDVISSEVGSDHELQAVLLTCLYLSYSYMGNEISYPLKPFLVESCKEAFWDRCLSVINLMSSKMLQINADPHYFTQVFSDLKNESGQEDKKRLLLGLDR
NSD2 inh: blocks human histone methyltransferase NSD2. hit rate 0.54% among 310,000. inhibition, % at 12.5 µM. O96028. AID 743445. NSD2 peptide methylation, AlphaScreen, 120 min; in the data active = inhibition above about 50%
PfHsp90 yeast 2: growth inhibition of yeast expressing Plasmodium Hsp90; S. cerevisiae expressing PfHsp90, BacTiter-Glo ATP, 48 h; yeast lacking PDR1 and PDR3 efflux regulators; inhibition, % at 9.4 µM; hit rate 0.32% among 310,000; AID 504621;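 active = every replicate shows inhibition above about 80%, whatever the replicate mean, limit read from the data; inconclusive = mean inhibition reaches the set limit but some replicate falls short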;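 also: 0% = DMSO neutral controls and 100% = 20 µM radicicol positive controls; yeast relying on Plasmodium falciparum Hsp90 in place of its own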
Active calls of the source: *; ? = inconclusive; nt = not tested or not shown.

SMILES | PvdQ acylase | C-LANA FP | RTF Ca sens act | Rtt109 Vps75 | Cardiac RTF inh | dFosB act | SUMO Mot1 rescue | Keap1 Nrf2 FP | CDK5 p35 inh | NSD2 inh | PfHsp90 yeast 2
S=C(NCc1ccco1)NC1CCCc2ccccc21 (centres undefined) | 7 | -1.5 | -5 | -4 | 13 | -10 | -17 | -3 | -0.3 | 3 | nt
Cc1ccnc(NS(=O)(=O)c2ccc(NC(=O)Cc3ccc(Br)cc3)cc2)n1 | -4 | -1.4 | -5 | -2 | -6 | -6 | 61 | 4 | 0.3 | 0 | 13
CCCC(c1nnnn1Cc1ccc(OC)cc1)N1CCN(c2ccccc2)CC1 (centres undefined) | -15 | 0.3 | -3 | -2 | -6 | -2 | nt | -3 | -1.4 | 1 | -49
CC(=O)Nc1ccc(S(=O)(=O)N2CCN(c3cc(C)nc4ncnn34)CC2)cc1 | -1 | 0.8 | 0 | -3 | -7 | 2 | 150 | 2 | -0.9 | -7 | nt
COc1ccc(C(=O)NCC2(N3CCCCC3)CCCCC2)cc1S(=O)(=O)N(C)C | -8 | -1.2 | -3 | -8 | -12 | -9 | 0 | -12 | 2.2 | 0 | 0
CC(C)c1c(C(=O)N/N=C/c2ccc3c(c2)OCO3)nnn1-c1nonc1N | -8 | -0.5 | -2 | 7 | -6 | 4 | 9 | 4 | -2.4 | -6 | -9
O=C(COC(=O)/C=C/c1ccc([N+](=O)[O-])cc1)NC1CCCCC1 | 0 | -3.1 | -3 | 13 | -6 | 4 | -7 | -3 | 0.5 | 2 | -9
COc1ccc(C2C3=C(CC(C)(C)CC3=O)Oc3ncn4nc(-c5ccccc5)nc4c32)cc1 (centres undefined) | -26 | 1.9 | -2 | 1 | -2 | 9 | nt | -7 | -2.2 | nt | -41
COc1cccc(C2=NOC(C(=O)Nc3cc(C)nn3-c3ccccc3)C2)c1OC (centres undefined) | -13 | -0.2 | 10 | -3 | -2 | -3 | -17 | -2 | 2.1 | nt | 15
CCc1c(C(=O)Nc2cc(C(=O)OC)ccc2C)csc1C | -8 | 1.2 | -2 | -2 | -7 | -7 | 10 | 0 | 0.1 | nt | -3
COc1ccc(C(=O)COC(=O)[C@H](C)Nc2ccc(C(F)(F)F)cc2[N+](=O)[O-])c(OC)c1 | -12 | 0.4 | 2 | -14 | -5 | -1 | 9 | 0 | 0.8 | 1 | -3
COc1ccc(NC(=O)C2CSC3c4ccccc4C(=O)N23)cc1 (centres undefined) | -1 | 0.0 | -6 | -6 | -4 | -2 | -18 | -3 | 0.1 | 0 | -8
CC12COC3(C(=O)Nc4ccccc4F)CC1CCC32C (centres undefined) | 4 | -4.6 | 4 | -3 | -7 | 7 | 7 | 1 | 0.2 | -2 | nt
O=C(CSc1cnc2ccccc2n1)c1ccc(F)cc1 | -8 | -0.8 | -3 | -6 | 6 | -17 | -1 | 1 | 0.3 | -4 | nt
COc1ccc(C(=O)NNC(=S)NC(=O)c2cccnc2)cc1 | -9 | -0.8 | -2 | 7 | 5 | -2 | -14 | -3 | 0.0 | -1 | 1
CCCOc1ccc(NC(=O)CC2C(=O)N(C)C(=S)N2Cc2cccs2)cc1 (centres undefined) | -6 | -0.3 | 1 | 4 | -15 | -2 | -4 | -2 | -2.1 | 0 | -4
O=C1CC(NS(=O)(=O)c2cccs2)CN1c1ccccc1 (centres undefined) | -10 | 0.1 | 1 | 3 | -6 | -12 | 329 | -7 | 1.1 | 0 | -9
CCN(CC)Cc1oc(-c2ccccc2)cc1C(=O)O | 9 | -0.2 | -1 | -4 | -7 | -4 | 27 | 1 | 0.1 | 14 | nt
COc1ccc(-n2c(=O)[nH]cc(C(=O)Nc3ccccc3)c2=O)cc1 | 16 | -0.4 | 0 | -6 | -2 | -12 | 5 | 1 | 0.0 | nt | 6
Cn1c2ccccc2c2nnc(SCC(N)=O)nc21 | 5 | 0.3 | 3 | 9 | -7 | -30 | -12 | -2 | 0.1 | -1 | -15
C[C@@H](NC(=O)[C@@H]1Cc2ccccc2CN1C(=O)OC(C)(C)C)C(=O)NC1CCCC1 | 7 | 0.2 | -5 | 12 | -4 | 2 | -9 | -4 | -0.6 | -3 | 12
Cc1cc(=O)[nH]c(SC/C=C/c2ccccc2)n1 | 5 | -0.4 | 3 | 2 | -7 | -7 | -16 | 1 | 1.0 | -1 | 27
COc1ccc(NS(=O)(=O)c2cc(C(=O)O)ccc2C)cc1 | 1 | -1.9 | 6 | nt | -4 | -3 | 48 | -3 | -0.4 | 1 | -22
COc1ccc(C(=O)c2oc3ccccc3c2NC(C)=O)cc1 | 8 | 1.2 | 0 | 1 | -11 | -6 | 3 | -6 | 0.7 | -5 | nt
Cc1nnc(SCC(=O)c2c(N)n(Cc3ccccc3)c(=O)n(C)c2=O)n1C | -8 | 2.6 | 1 | -1 | 2 | -2 | 56 | -4 | -1.7 | -2 | 3
Cc1cc(C)cc(C(=O)N2CCCCCC2)c1 | -1 | 0.1 | 2 | 4 | -2 | -1 | nt | 7 | 3.5 | -1 | 10
Cc1cc(C)c(C=NNc2nc3c([nH]2)c(=O)n(C)c(=O)n3C)c(C)c1 | 5 | 0.1 | -4 | -1 | -5 | 0 | nt | -1 | 0.8 | -5 | nt
O=C1NCCC/C1=N/Nc1cc(F)ccc1F | -3 | 1.3 | 1 | -4 | -3 | 2 | -13 | -3 | 0.9 | -3 | 10
CS(=O)(=O)NN1C(=O)c2ccccc2NC1c1cccc(O)c1 (centres undefined) | -20 | -1.6 | 12 | -44 | -9 | 0 | 2 | -7 | 1.4 | -6 | -22
O=C1c2ccccc2S(=O)(=O)N1CC1CC(c2ccccc2Cl)=NO1 (centres undefined) | -12 | 1.6 | -4 | -5 | -19 | -5 | -11 | -1 | 0.6 | 23 | nt
O=C1CC(c2ccsc2)c2ccc3ccccc3c2N1 (centres undefined) | -10 | 0.7 | 0 | 1 | -8 | -4 | -4 | -2 | -2.1 | 1 | -19
C=CCCC1CN(Cc2ccco2)S(=O)(=O)c2c(F)cccc2O1 (centres undefined) | -3 | 0.5 | -5 | -3 | -3 | -18 | nt | -3 | 0.2 | nt | -18
O=C(C[C@@H]1C/C=C\C[C@@H](NC(=O)OCC2c3ccccc3-c3ccccc32)C(=O)OC[C@@H](Cc2ccccc2)NC1=O)NCCO | 9 | -0.4 | -1 | -6 | -8 | -2 | 13 | 1 | 1.6 | nt | 25
NS(=O)(=O)c1ccc(CNC(=O)/C=C/c2cccc([N+](=O)[O-])c2)cc1 | -4 | -0.6 | -3 | -6 | 6 | -4 | -5 | -4 | -0.3 | 1 | -43
Cc1cc(C)n(-c2nc3ccccc3nc2N2CCN(S(=O)(=O)c3ccc4ccccc4c3)CC2)n1 | -14 | -1.1 | 2 | -9 | -1 | -11 | -11 | -1 | -2.2 | -1 | nt
COc1ccc(Cn2cnc([N+](=O)[O-])c2)cc1[N+](=O)[O-] | 3 | 0.9 | 3 | ? | 0 | -5 | -17 | -2 | 0.7 | 6 | -5
S=C(Nc1ccc(Br)cc1Cl)Nn1cnnc1 | 10 | 0.2 | 6 | 29 | 2 | 0 | -6 | -5 | 0.6 | -1 | -2
COc1ccccc1C(=O)NNC(=O)CN1C(=O)c2ccccc2C1=O | -8 | -0.4 | -3 | 21 | -5 | -1 | -13 | 0 | 0.2 | 0 | -22
CCOC(=O)CSc1cccc2cccnc12 | -9 | 1.1 | 0 | 12 | -4 | -1 | 2 | -3 | 0.5 | 1 | 3
Cc1ccc(-c2csc3ncnc(N4CCN(Cc5ccccc5)CC4)c23)cc1 | 0 | 2.4 | -7 | 8 | 3 | 5 | 0 | -5 | -1.8 | 2 | 7
COc1n[nH]c(C(=O)Nc2nc3ccccc3s2)c1[N+](=O)[O-] | -4 | 0.8 | -4 | nt | -17 | 1 | 20 | -2 | -1.8 | -3 | 22
Cc1ccc(/C=C/C(=O)OCn2nnc3ccccc3c2=O)o1 | -10 | 0.4 | 1 | -3 | -1 | -8 | 10 | -5 | 2.2 | 0 | -41
CC(C)c1ccc(C2NC(=S)NC3=C2C(=O)CC(C)(C)C3)cc1 (centres undefined) | -5 | 3.8 | 3 | 6 | -33 | -9 | 12 | 3 | -1.2 | 0 | 15
OC(COc1ccc(Br)cc1)CN1CCN(c2ccccc2)CC1 (centres undefined) | -14 | -0.3 | 0 | 9 | -8 | -2 | 9 | -4 | 2.4 | -3 | -9
CC12C(=O)N(CCC(=O)O)C(=O)C1C1C=CC2C1 (centres undefined) | -5 | -0.3 | 4 | -6 | 4 | 1 | 12 | -1 | 2.8 | -4 | -15
Cc1nnc(SCC(=O)NCc2ccc(Cl)cc2)[nH]c1=O | -15 | -1.0 | 1 | -7 | -4 | -5 | -6 | -12 | -0.1 | -13 | -21
CC(C)(C)OC(=O)N1CCC[C@H]1c1nnc(SCc2c(Cl)cccc2Cl)o1 | -8 | -0.3 | 3 | 10 | -8 | -1 | 5 | -3 | -2.3 | -2 | 15
O=C(CSc1nnnn1-c1cccnc1)Nc1ccc(F)cc1F | 14 | 5.2 | 0 | -2 | -5 | -5 | -4 | -4 | -0.8 | -1 | 8
Cc1nc2nc(SCC(=O)NCCCN3CCCC3)nn2c(C)c1Cc1ccccc1Cl | 0 | -0.4 | -4 | 7 | -12 | -7 | -13 | 1 | 0.0 | 21 | -31
CCCN1CCC(NC(=S)Nc2cccc(Cl)c2Cl)CC1 | -6 | -0.1 | 7 | -3 | -16 | -13 | 717 | 4 | 1.3 | 15 | 20
C/C(=N\Nc1nc(-c2cc(C)ccc2C)cs1)c1cc2ccccc2oc1=O | -4 | -2.0 | -4 | -5 | 6 | 0 | -11 | -4 | -0.6 | 2 | 7
O=C(Cn1cnc(S(=O)(=O)N2CCCCC2)c1)Nc1ccc(OC(F)(F)F)cc1 | -12 | -1.4 | 0 | 0 | 1 | -8 | -27 | -1 | -3.3 | -1 | 7
CCc1nn(C(C)C(=O)NCc2cccc(OC)c2)c(=O)c2cc3occc3n12 (centres undefined) | -12 | 0.5 | -4 | -1 | -3 | -9 | 9 | -5 | -11 | 4 | -37
Cc1ccc(NC(=O)c2nc[nH]c2C(=O)N(C)Cc2ccccc2)cc1 | -12 | 2.4 | -6 | -8 | -4 | -13 | 21 | 0 | 0.0 | nt | -26
O=C(c1ccc(Cl)c(S(=O)(=O)NCc2ccco2)c1)N1CCN(c2ccc(F)cc2)CC1 | -9 | -0.3 | -1 | 3 | -6 | -3 | -15 | -8 | -2.8 | 3 | 8
